# MC4R barr agon = human MC4R agonism via beta-arrestin. P32245. U2OS MC4R beta-arrestin complementation, luminescence; percent of melanotan II response, DMSO zero. activation, % at 8.9 µM. 0.98% of 360,000 active;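 active = activation above a per-plate cutoff, the mean activation of sample wells on that plate plus 3 SD, cut at about 8% in these data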
# Target sequence (P32245 whole entry, looked up): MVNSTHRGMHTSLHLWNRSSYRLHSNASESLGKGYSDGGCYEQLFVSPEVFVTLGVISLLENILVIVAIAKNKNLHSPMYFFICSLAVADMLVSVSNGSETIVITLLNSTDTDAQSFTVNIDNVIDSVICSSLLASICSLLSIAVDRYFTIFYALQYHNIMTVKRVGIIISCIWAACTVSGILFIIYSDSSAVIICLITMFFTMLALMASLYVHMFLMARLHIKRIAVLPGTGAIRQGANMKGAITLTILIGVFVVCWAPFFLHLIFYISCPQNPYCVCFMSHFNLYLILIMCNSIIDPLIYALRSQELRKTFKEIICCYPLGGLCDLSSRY
# ABHD5-PLIN5 inh = blocks binding of human ABHD5 to perilipin-5; Q00G26+Q8WTS1; Split G. princeps luciferase complementation, luminescence, 4 h; inhibition, % at 4 µM; 0.78% of 360,000 active; AID 602281;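 active = inhibition above the mean inhibition across every tested compound plus 3 SD, cut at about 22% in these data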;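 also: 0% = DMSO only wells and the 100% control is not disclosed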
# Exocytosis inh = blocks lytic granule exocytosis; TALL-104 LAMP-1 surface exposure, flow cytometry; cells stimulated with thapsigargin and PMA; inhibition, % at 10 µM; 0.66% of 360,000 active;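 active = inhibition above about 55%, limit read from the data; inconclusive = no clear call, values can overlap the other calls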
# ABCB6 inh 2 = human ABCB6 transporter inhibition | Q9NP58 | K562-ABCB6 porphyrin accumulation, flow cytometry, 1 h; hits give low values | fluorescence ratio to DMSO, % at 10 µM | 0.19% of 360,000 active | AID 602162;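 active = fluorescence ratio to DMSO below 75%, the collection mean minus 3 SD; inconclusive = too few cells collected in the well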;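 also: signal is porphyrin accumulated inside mitochondria; 100% equals median channel fluorescence of DMSO control wells; lower ratio means ABCB6 inhibition with less porphyrin fluorescence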
# HTR2A ag = activates the mouse 5-HT2A serotonin receptor; P35363; CHO-K1 mHTR2A beta-arrestin complementation, luminescence; percent of 30 µM serotonin response; activation, % at 7.6 µM; 0.66% of 360,000 active;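 active = activation above a run cutoff, the mean activation of all tested compounds plus 3 SD, cut at about 14% in these data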;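 also: 0% = plate median of compound wells and 100% = 30 µM serotonin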
# Target sequence (P35363 whole entry, looked up): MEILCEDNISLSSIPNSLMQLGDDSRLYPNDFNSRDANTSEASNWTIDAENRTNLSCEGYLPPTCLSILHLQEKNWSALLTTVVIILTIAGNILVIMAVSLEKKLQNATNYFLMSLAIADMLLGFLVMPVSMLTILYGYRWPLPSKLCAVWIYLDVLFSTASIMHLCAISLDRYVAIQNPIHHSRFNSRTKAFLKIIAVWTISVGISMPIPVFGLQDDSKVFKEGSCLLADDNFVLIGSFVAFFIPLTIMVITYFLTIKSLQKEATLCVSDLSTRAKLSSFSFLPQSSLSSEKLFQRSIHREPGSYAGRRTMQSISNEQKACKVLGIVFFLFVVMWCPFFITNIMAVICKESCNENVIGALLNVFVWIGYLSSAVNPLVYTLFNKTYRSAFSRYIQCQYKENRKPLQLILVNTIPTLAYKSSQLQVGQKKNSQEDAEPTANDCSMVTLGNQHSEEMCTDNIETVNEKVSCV
# MC4R antagonist = human MC4R antagonism in cAMP assay. P32245. MC4R-expressing cells, MTII-stimulated cAMP, LANCE TR-FRET. inhibition, % at 6.5 µM. 0.48% of 360,000 active. AID 540295;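 active = inhibition above its plate's cutoff, the mean of tested wells on that plate plus 3 SD, cut at about 29% in these data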;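 also: 0% = Melanotan II alone and 100% = Melanotan II plus saturating MCL0020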
#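 System: U2OS-MC4R stable cell line; Technique: Eu-cAMP/anti-cAMP TR-FRET, emission 671 nm; Repeats: single well per compound; Also added: Melanotan II; Dosing: one concentration, 6.5 µM nominal; Schedule: 30-min compound, 1-h challenge, 1-h detection, room temperature.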
# H9c2 protect = protects H9c2 cardiomyocytes from peroxide injury; protection from H2O2 cell death, % at 20 µM; 0.63% of 360,000 active; H2O2 injury protection, ATPLite, 2 h;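 active = compounds giving at least 50% protection of heart cells from peroxide-induced death in the single-dose screen, raw or plate-pattern-corrected value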;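 also: 0% = DMSO wells with peroxide and 100% = DMSO wells without peroxide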
# aDG glyco up = alpha-DG glycosylation activation; 0.22% of 360,000 active; Pro5-aDG cells, alpha-DG glycosylation AlphaScreen (IIH6); 0% Pro5, 100% B10-LARGE cell signal; activation, % at 10 µM;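 active = activation of at least 8% versus controls, or a plate z-score of at least 8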;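 also: Pro5 are CHO cells carrying HIG-tagged alpha-DG that lacks glycosylation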
# hiPSC survival = enhancers of human iPSC single-cell survival; hiPSC single-cell survival, ATPlite luminescence; 100% = ROCK inhibitor wells, 0% = DMSO; survival enhancement, % at 20 µM; 0.044% of 360,000 active; in the data active = survival enhancement above about 18%;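 also: cells exposed to compounds for 16 hours before the ATP read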
# Glyco luc inh = N-linked glycosylation inhibition | D54 ERlucT glycosylation luciferase reporter, 24 h; percent of 100 nM tunicamycin response | reporter increase, % at 12.5 µM | 0.23% of 360,000 active;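 active = mean luciferase reporter signal, scaled so untreated is 0 and the glycosylation-blocking control 100, at or above a set limit in every replicate; inconclusive = mean reaches the limit but not every replicate does; inactive = mean below the limit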;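 also: luciferase carries N-glycosylation sites so blocking glycosylation raises the light; 0% = median of neutral control wells and 100% = median of 100 nM tunicamycin wells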
# * hit, by the source's call; i = inactive; ? = inconclusive; / = no result given.
structure	MC4R barr agon	ABHD5-PLIN5 inh	Exocytosis inh	ABCB6 inh 2	HTR2A ag	MC4R antagonist	H9c2 protect	aDG glyco up	hiPSC survival	Glyco luc inh
CCOCCCNC(=O)Cc1c(C(=O)O)[nH]c2ccc(Cl)cc12	-1.4	3	-3	99	4	6	3	-0.2	-0.1	2
CC1(C(=O)Nc2ccc3nc[nH]c3c2)CCN1C(=O)c1ccccc1CCc1ccccc1 (stereo not drawn)	2.3	11	-1	102	-2	6	8	0.0	-0.6	1
O=C(CCNS(=O)(=O)c1ccc2nsnc2c1)N1CCN(c2ccncc2)CC1	-1.6	2	-2	98	-7	8	3	0.1	-0.1	0
COC(=O)c1ccc(N2CCC(C)CC2)c(N)c1	2.1	-13	1	99	-2	18	-8	-0.2	-0.1	-4
CCOC(=O)c1c(C)[nH]c(C(=O)CSc2nnc(C3CC3)n2N)c1C	-2.1	1	-3	93	1	-2	3	-0.5	2.2	2
CCN(CC)S(=O)(=O)c1ccc(OC)c(NC(=O)CCS(=O)(=O)Cc2ccccc2)c1	-1.5	-2	-2	100	2	2	-6	0.4	-0.5	-1
Cc1nc(-c2cccc(NS(=O)(=O)c3ccccc3)c2)cs1	1.8	2	0	97	-5	-1	-13	-0.2	5.3	-3
Nc1nc(NCCO)nc(NC2CCCCC2)c1[N+](=O)[O-]	-0.3	-3	-4	100	4	-2	5	-0.2	-0.6	6
COc1ccc(S(=O)(=O)Nc2cccc3ccc(O)cc23)cc1	-0.4	0	18	102	12	-12	-11	0.0	-0.4	20
Cc1[nH]c2c(C)cccc2c(=O)c1Br	0.3	-2	2	i	3	-3	5	0.0	8.3	-1
Cc1nc(N2CCN(c3ccccc3O)CC2)c2c(-c3ccccc3)csc2n1	3.7	-1	55	102	-7	5	43	-0.3	-0.2	-3
C=CCOC(=O)N1CCC2CC1c1cc(-c3ccc(OC)cc3)ccc12 (stereo not drawn)	-1.8	-7	-9	98	8	5	-32	0.4	1.1	1
O=C(CN1C(=O)COc2ccccc21)NC1CCCC1	1.0	-4	-7	95	0	7	2	-0.1	-0.5	2
COC(=O)C1(C)CCCC2(C)C1CCC13OCC(CC21)C(O)(C(C)C)C3O (stereo not drawn)	-0.6	-4	-3	96	-1	-1	-1	0.0	-0.1	0
O=C(NCc1ccccc1Cl)C(=O)NCC(c1ccco1)N1CCOCC1 (stereo not drawn)	-2.7	-1	-1	98	-2	1	-1	0.0	-0.6	0
CCCCNC(=O)C1CCC(=O)N1CCc1ccccc1 (stereo not drawn)	-0.1	3	-6	103	5	0	-3	0.0	0.3	0
OCCC1CN(Cc2cnc(-c3ccc(Cl)cc3)nc2)CCN1C1CCCCC1 (stereo not drawn)	-0.2	2	-2	94	-5	0	4	0.9	-0.5	-2
O=S(Cc1cc(Sc2ccccc2)nc(-c2ccccc2)n1)c1ccccc1 (stereo not drawn)	0.0	1	11	91	11	9	2	0.4	0.7	-11
Cc1c(C)n(C)c2ccc(C(=O)NCc3cccs3)cc12	0.2	0	11	110	7	18	10	0.7	2.7	-2
CC(=O)NC(Cc1ccccc1C)C(=O)NC1CCN(C(=O)NCc2ccccc2)CC1 (stereo not drawn)	1.2	-5	11	97	-6	17	1	-0.1	1.5	1
O=C(COC(=O)Cc1ccsc1)NCC12CC3CC(CC(C3)C1)C2	-1.2	-2	-2	91	-3	5	7	-0.1	-0.8	-1
CCCCCn1c(=O)c(C(=O)OCC)c(Cl)c2ccccc21	-0.1	2	14	101	0	4	-3	-0.2	-1.1	-3
Cc1ccc(S(=O)(=O)N[C@@H](CC(C)C)C(=O)NCc2ccco2)cc1	-2.0	0	0	102	2	-3	-2	-0.2	13	0
CC(C)n1c(SCC(=O)N2CCN(C)CC2)nc2c1c(=O)n(C)c(=O)n2C	1.4	-2	-15	91	-3	4	-2	0.0	-0.7	-2
CCCc1nc2c3ccccc3ccn2c1CC1CCCCC1	/	-10	2	105	0	/	-9	0.2	0.9	0

# The list goes on:
# The line under a structure holds: MC4R barr agon	ABHD5-PLIN5 inh	Exocytosis inh	ABCB6 inh 2	HTR2A ag	MC4R antagonist	H9c2 protect	aDG glyco up	hiPSC survival	Glyco luc inh
Cc1ccccc1C(=O)NC(CC(C)C)C(=O)Nc1ccc(F)c([N+](=O)[O-])c1 (stereo not drawn)
 : 3.6	7	0	103	7	15	-6	0.4	5.1	-1
COC(=O)c1cccc(NC(=O)CSc2nnc(C)n2Cc2ccccc2)c1
 : 0.2	3	0	96	-4	12	9	0.5	-2.3	0
Cc1ccc(S(=O)(=O)c2nc(Nc3nccs3)sc2Cl)cc1
 : 1.4	-6	-1	95	-1	2	-15	-0.1	4.0	0
O=[N+]([O-])c1ccc(CS(=O)(=O)c2ccc(Cl)cc2)cc1
 : -0.3	-1	13	92	-3	0	-6	-0.2	-0.6	1
COc1ccccc1C(=O)Nc1nc(C)cc(C)n1
 : -0.4	4	-4	97	-2	-5	14	0.0	0.1	0
CC(C)CCNC(=O)C1(C)CCN1Cc1ccc(-c2ccccn2)cc1 (stereo not drawn)
 : -0.2	2	-3	95	-5	5	-3	0.1	-3.5	-2
C/C(=N/O)c1ccc(Oc2cnccn2)cc1
 : -0.8	-2	1	94	3	1	3	-0.4	2.1	1
CCOC(=O)c1c(NC(=S)NC)sc2c1CCCC2
 : 0.7	-14	-6	104	-3	-1	5	-0.1	1.1	2
O=[N+]([O-])c1ccc2nc(NS(=O)(=O)c3ccccc3[N+](=O)[O-])sc2c1
 : -1.5	2	-1	108	-6	1	-2	-0.2	-0.1	-1
COc1ccc2[nH]c(=O)c(CN(CCCN(C)C)C(=O)Nc3ccccc3)cc2c1
 : -2.4	5	2	101	-1	1	22	-0.2	1.5	1
Cc1ccccc1OCCN1CCCC1
 : -1.1	-1	-11	94	-1	-4	4	0.1	1.1	0
Cc1cccc(NC(=O)C2CCN(C(=O)NC3CCCCC3)CC2)c1
 : 1.3	-2	-2	95	2	7	-3	0.1	0.2	-1
CC1CCCCN1CC(=O)Nc1ccc(N2CCCCCC2)cc1 (stereo not drawn)
 : 0.6	-2	0	102	-5	4	9	0.1	0.3	-3
COC(=O)C1=C(C)N=C2SC(C)C(=O)N2C1/C=C/c1ccccc1OC (stereo not drawn)
 : 0.0	-4	-4	108	2	11	-4	0.3	-3.3	-1
CSCCC(NS(=O)(=O)c1ccc(C)cc1)C(=O)N1CCN(C(C)=O)CC1 (stereo not drawn)
 : -1.9	-5	3	99	5	3	-2	0.1	-0.3	-1
O=c1c2cc(Cl)ccc2nc(-c2ccccc2)n1O
 : -2.4	4	5	101	0	-7	14	-0.3	-0.5	1
Cc1ccc(S(=O)(=O)NC(=O)NCc2ccco2)cc1
 : -0.8	14	2	91	7	4	-4	0.0	-1.6	-1
O=C(O)COc1ccccc1/C=N/NC(=O)CSc1nnc(SCc2ccccc2)s1
 : 1.1	-2	-2	95	5	12	-3	0.0	0.9	0
CCC(C)n1nnc2c(=O)oc3ccccc3c21 (stereo not drawn)
 : -1.1	3	-6	102	2	13	7	2.8	-0.9	2
O=C(OCC(=O)N1CCCCCC1)c1ccc(S(=O)(=O)N2CCOCC2)cc1
 : -3.4	4	-2	100	0	16	0	0.0	-0.3	-1
Cc1cccn2c(CN(C)C3CCOC3)c(C(=O)N3CCCCC3)nc12 (stereo not drawn)
 : -3.6	-5	0	99	-1	1	6	-0.2	-0.7	-1
CCCCCCN1C[C@H](n2cc(COC(=O)c3ccccc3)nn2)[C@@H](O)C[C@@H]1c1ccc(C)cc1
 : 3.0	-14	0	82	-4	6	-26	-0.1	0.5	-11
COc1cccc(NC(=O)CC2SC(=Nc3ccccc3)NC2=O)c1 (stereo not drawn)
 : 1.2	3	-2	109	5	0	-4	0.2	2.5	2
CCOC(=O)c1sc(Nc2nc(C)cc(C)n2)nc1C
 : 0.7	-8	-6	97	2	-8	0	0.0	-0.3	?
COc1ccc2cc(C(=O)Nc3ccccc3)sc(=O)c2c1OC
 : 1.0	7	0	96	-4	4	8	-0.1	-1.1	2
O=C1c2ccccc2COc2ccc(O)cc21
 : -2.1	-4	19	76	-5	6	6	0.2	-0.5	1
N#C/C(=C\N1CCN(Cc2ccc3c(c2)OCO3)CC1)c1nc2ccccc2s1
 : -1.0	10	0	214	1	11	-6	-0.1	-0.2	-2
BrC(=C\c1ccccc1)/C=N/N1CCN(c2ccccn2)CC1
 : -1.1	-5	3	96	2	3	24	0.0	-0.9	3
C=CCN(CC=C)C(=S)Nc1cc(Cl)ccc1OC
 : 3.3	3	3	92	2	0	6	-0.2	0.5	1
CCC(c1nnc(SCC(=O)Nc2cc(C)on2)o1)N(C)C (stereo not drawn)
 : -3.8	-8	1	96	1	10	6	0.4	-0.1	2
O=C(COc1cccnc1[N+](=O)[O-])N1CCN(C(=O)c2ccco2)CC1
 : -0.2	0	2	98	-2	1	2	0.0	1.6	-2
CN1CCN(C(=O)c2ccc(COc3cc(Cl)ccc3Cl)o2)CC1
 : 0.6	8	3	97	-10	-8	-4	-0.1	0.8	1

# Nothing new here: entries from further up.
# The line under a structure holds: MC4R barr agon	ABHD5-PLIN5 inh	Exocytosis inh	ABCB6 inh 2	HTR2A ag	MC4R antagonist	H9c2 protect	aDG glyco up	hiPSC survival	Glyco luc inh
COc1cccc(NC(=O)CC2SC(=Nc3ccccc3)NC2=O)c1 (stereo not drawn)
 : 1.2	3	-2	109	5	0	-4	0.2	2.5	2
CCOC(=O)c1sc(Nc2nc(C)cc(C)n2)nc1C
 : 0.7	-8	-6	97	2	-8	0	0.0	-0.3	?

# Full records, quoted from the list. Values in the order: MC4R barr agon, ABHD5-PLIN5 inh, Exocytosis inh, ABCB6 inh 2, HTR2A ag, MC4R antagonist, H9c2 protect, aDG glyco up, hiPSC survival, Glyco luc inh
# O=C1c2ccccc2COc2ccc(O)cc21 is listed as -2.1, -4, 19, 76, -5, 6, 6, 0.2, -0.5, 1
# COc1cccc(NC(=O)CC2SC(=Nc3ccccc3)NC2=O)c1 (stereo not drawn) is listed as 1.2, 3, -2, 109, 5, 0, -4, 0.2, 2.5, 2

# No enrichment for hits, and some 4.5% of all compounds hit somewhere here.
